Bioassay records (PubChem)
ADAM10 inh – human ADAM10 inhibitors, primary screen, biochemical, QFRET, HTS; recombinant ADAM10, EDANS/DABCYL FRET peptide cleavage, 3 h; inhibition, % at 7 µM; hit rate 0.62% among 370,000; AID 720582, 2013;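 active means inhibition above a per-campaign cutoff equal to the mean of compounds falling between control-based bounds plus 3 SD, cut at about 20% in these data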;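 further: 0% = DMSO wells while the 100% control is not disclosed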
KLK7 zymogen act – proKLK7 zymogen activators, primary screen, biochemical, fluorescence intensity | Kallikrein-7 (Homo sapiens), P49862 | purified proKLK7, EDANS-DABCYL substrate fluorescence; 100% is mature enzyme control, 0% vehicle | activation, % at 7 µM | hit rate 0.9% among 370,000;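 active means activation above the mean of all tested compounds plus 3 SD, computed per campaign excluding outliers beyond control limits, cut at about 13% in these data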
Target sequence (P49862 whole entry, looked up): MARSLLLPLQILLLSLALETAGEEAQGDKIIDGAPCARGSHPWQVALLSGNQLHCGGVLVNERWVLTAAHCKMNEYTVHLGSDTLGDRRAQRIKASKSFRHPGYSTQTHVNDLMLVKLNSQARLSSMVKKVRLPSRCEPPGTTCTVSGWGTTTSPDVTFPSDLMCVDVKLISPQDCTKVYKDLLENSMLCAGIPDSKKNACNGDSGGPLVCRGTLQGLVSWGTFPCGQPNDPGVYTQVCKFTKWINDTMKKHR
LEDGF integ inh – blockers of LEDGF/p75-dependent integrase strand transfer – biochemical, TR-FRET, high throughput, primary screen; inhibition, % at 3.7 µM; hit rate 0.64% among 370,000; AID 743269, 2014; TR-FRET IN-LEDGF/p75 DNA integration, Eu/Cy5; HIV-1 integrase (with human LEDGF/p75);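 active means inhibition above the screen-wide mean plus 3 SD, cut at about 13% in these data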;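 further: signal is the Cy5 over europium emission ratio at 671 and 618 nm; 0% = plate median of compound wells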
ADAM17 inh – ADAM17 inhibitors, primary screen, biochemical, QFRET; Disintegrin and metalloproteinase domain-containing protein 17 (Homo sapiens), P78536; recombinant ADAM17, EDANS/DABCYL FRET peptide cleavage; inhibition, % at 6.95 µM; hit rate 0.83% among 370,000; AID 720648, 2013;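 active means inhibition above the mean of compounds lying between control limits plus 3 SD, set per campaign, cut at about 8.5% in these data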;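 further: 0% = DMSO-only wells as the low control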
DDE Tn6 FP inh – inhibitors of Tn6 peptide binding to fibrin DD(E), primary screen, biochemical, fluorescence polarization, human fibrin, Tn6 probe; Fibrinogen beta chain (Homo sapiens), P02675; hit rate 0.21% among 370,000; Fibrin DD(E) TRITC-Tn6 fluorescence polarization displacement; inhibition, % at 8.3 µM;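 active means inhibition above a per-campaign cutoff: mean of compounds within control limits plus 3 SD, cut at about 15% in these data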;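 further: 0% = median of all compound wells on the plate and 100% = blocking peptide control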
Target sequence (P02675 whole entry, looked up): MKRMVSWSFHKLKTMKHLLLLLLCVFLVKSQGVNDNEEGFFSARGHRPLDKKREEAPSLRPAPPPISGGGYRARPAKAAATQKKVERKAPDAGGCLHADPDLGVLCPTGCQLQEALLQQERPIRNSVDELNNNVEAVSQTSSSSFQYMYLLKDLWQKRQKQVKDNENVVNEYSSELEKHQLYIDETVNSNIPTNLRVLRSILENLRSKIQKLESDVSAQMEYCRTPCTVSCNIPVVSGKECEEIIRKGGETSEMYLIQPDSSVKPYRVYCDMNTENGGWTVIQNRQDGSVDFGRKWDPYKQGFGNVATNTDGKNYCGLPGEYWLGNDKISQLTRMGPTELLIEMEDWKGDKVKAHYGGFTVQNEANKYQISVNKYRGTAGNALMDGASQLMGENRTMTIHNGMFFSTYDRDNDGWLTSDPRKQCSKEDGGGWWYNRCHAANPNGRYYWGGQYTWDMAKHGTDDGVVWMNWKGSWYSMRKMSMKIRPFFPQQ
ARFGAP1 inhibitor – inhibitors of rat ARFGAP1 GAP activity, primary screen, biochemical, fluorescence polarization, GDP tracer; ADP-ribosylation factor GTPase-activating protein 1 (Rattus norvegicus), Q62848; Arfgap1-stimulated ARF1 GTP hydrolysis, GDP FP detection; inhibition, % at 16.5 µM; hit rate 0.26% among 360,000; AID 651572, 2012;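 active means inhibition above a per-plate limit, mean inhibition of low control wells plus 3 SD, cut at about 25% in these data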;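 further: 0% = DMSO wells with enzyme and 100% = wells lacking Arfgap1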
Target sequence (Q62848 1-136 limits assumed): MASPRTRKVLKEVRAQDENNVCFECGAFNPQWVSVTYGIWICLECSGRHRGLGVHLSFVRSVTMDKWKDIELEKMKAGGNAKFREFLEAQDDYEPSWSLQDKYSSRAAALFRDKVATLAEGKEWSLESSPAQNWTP
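Material: truncated rat Arfgap1 GAP domain; Incubation: compound-enzyme preincubation 20 min, reaction 120 min, detection 60 min, 25 °C; Read-out: percent inhibition of Arfgap1-stimulated GTP hydrolysis; Technique: FP, GDP Alexa 633 tracer displaced from anti-GDP antibody, 620/688 nm; Controls: No-Arfgap1 wells (100%) versus DMSO full-reaction wells (0%); Replication: single well per compound.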
Tn7 DDE FP – inhibitors of Tn7 peptide binding to fibrin DD(E), primary screen, biochemical, fluorescence polarization, human fibrin, Tn7 probe; AID 720508, 2013; hit rate 0.13% among 370,000; FP displacement of FITC-Tn7 peptide from fibrin DD(E); 0% = median of compound wells per plate; inhibition, % at 8.3 µM;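 active means inhibition above the mean of compounds falling within the control limits plus 3 SD of them, cut at about 14% in these data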;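 further: 0% = plate median of compound wells and 100% = 10 µM Aha-Tn7 peptide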
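Test system – human fibrin DD(E) · Times – 10 min preincubation, 3 h with tracer, room temperature · Detection – fluorescence polarization of the labelled Tn7 tracer · Measure – percent inhibition normalized to high-control wells · Benchmarks – high control wells with 10 µM unlabelled Aha-Tn7 peptide (full inhibition) · Repeats – singlicate testing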
PLC-gamma1 inh – PLC-gamma1 enzyme inhibitors, primary screen, biochemical, fluorescence, purified enzyme; inhibition, % at 12.2 µM; hit rate 0.84% among 370,000; fluorogenic substrate; 1-phosphatidylinositol 4,5-bisphosphate phosphodiesterase gamma-1 (Homo sapiens), P19174; in the data active means inhibition above about 9.5%
ASAP1 inh – inhibitors of human ASAP1 ArfGAP activity, primary screen, biochemical, fluorescence polarization | Arf-GAP with SH3 domain, ANK repeat and PH domain-containing protein 1 (Homo sapiens), … | inhibition, % at 16.5 µM | hit rate 0.19% among 360,000 | ASAP1-stimulated ARF1 GTP hydrolysis, GDP FP detection; in the data active means inhibition above about 25%;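 further: 0% = vehicle with enzyme and substrate and 100% = no enzyme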
TDP2 absorb – human TDP2 enzyme inhibitors, primary screen, biochemical, epi absorbance, recombinant enzyme | T5PNP hydrolysis, p-nitrophenol absorbance 415 nm | AID 720702, 2013 | Tyrosyl-DNA phosphodiesterase 2 (Homo sapiens), O95551 | inhibition, % at 12.8 µM | hit rate 0.34% among 370,000;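 active means inhibition above the mean of all tested compounds plus 3 SD, set per campaign, cut at about 25% in these data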;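 further: 0% = DMSO with enzyme and 100% = buffer with substrate but no TDP2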
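System: recombinant human TDP2 / Amount: 120 nM TDP2 per well / Also added: 5 mM T5PNP chromogenic substrate / Doses: 12.8 µM single point, 1% DMSO / Incubation: 2 h at 37 °C / Detection: p-Nitrophenol epi absorbance / Evaluation: % inhibition relative to enzyme-containing and enzyme-free wells / Repeats: singlicate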
Active calls of the source: *; x = no result given.

Order of results: ADAM10 inh, KLK7 zymogen act, LEDGF integ inh, ADAM17 inh, DDE Tn6 FP inh, ARFGAP1 inhibitor, Tn7 DDE FP, PLC-gamma1 inh, ASAP1 inh, TDP2 absorb
1	COc1ccccc1CCN=C(N)NS(=O)(=O)c1ccccc1
 : 10, -0.1, -4, -3, -12, 5, 4, -1, -7, 2
2	O=C(CN1C(=O)NC2(CCc3ccccc32)C1=O)c1ccc(Br)cc1 (stereo unspecified)
 : 2, -0.6, -1, 0, -5, 4, 2, -5, 0, 14
3	COc1cccc(NC(=O)CN(C)C(=O)CNC(=O)c2sc3ccccc3c2Cl)c1
 : 2, -0.6, 5, 0, 3, 13, -6, 1, 0, -11
4	Cc1ccc(NC(=O)/C(=C\c2cccc(Br)c2)NC(=O)c2ccco2)cc1
 : 1, -4.8, 1, 1, 4, 6, 4, 3, 1, 7
5	CCn1cnc2c1c(=O)n(CC(=O)Nc1cc(C)on1)c(=O)n2Cc1ccccc1
 : -3, 0.3, -4, -4, 1, 7, -1, -6, 10, -3
6	COc1ccccc1CC(=O)NC1CC1
 : 4, 0.0, 5, 4, 2, -1, -10, 2, 8, 2
7	CCOc1ccc(NC(=O)CN(C)C(=O)c2cc3c(s2)CCCCC3)cc1OCC
 : -12, 0.5, -6, 2, -10, -2, -2, -1, 11, 5
8	O=C(O)c1ccc(Cl)cc1Nc1nc2cc(Cl)ccc2o1
 : -5, 0.0, -4, -3, -9, -6, 0, -35, 1, 9
9	CCOc1ccc(N(CC(=O)Nc2c(C)n(C)n(-c3ccccc3)c2=O)S(=O)(=O)c2ccc(Cl)s2)cc1
 : 7, -0.4, 3, 3, -6, x, 6, 1, x, -6
10	COc1ccc(NC(=O)CCNC(=O)c2ccccc2Cl)cc1S(=O)(=O)N1CCCCC1
 : 0, 0.2, 4, 2, 9, 5, -6, 4, 15, 1

Some of the entries so far, screen by screen:
4: Cc1ccc(NC(=O)/C(=C\c2cccc(Br)c2)NC(=O)c2ccco2)cc1
1: COc1ccccc1CCN=C(N)NS(=O)(=O)c1ccccc1
7: CCOc1ccc(NC(=O)CN(C)C(=O)c2cc3c(s2)CCCCC3)cc1OCC
6: COc1ccccc1CC(=O)NC1CC1
10: COc1ccc(NC(=O)CCNC(=O)c2ccccc2Cl)cc1S(=O)(=O)N1CCCCC1

| assay / compound | 4 | 1 | 7 | 6 | 10 |
| --- | --- | --- | --- | --- | --- |
| ADAM10 inh | 1 | 10 | -12 | 4 | 0 |
| KLK7 zymogen act | -4.8 | -0.1 | 0.5 | 0.0 | 0.2 |
| LEDGF integ inh | 1 | -4 | -6 | 5 | 4 |
| ADAM17 inh | 1 | -3 | 2 | 4 | 2 |
| DDE Tn6 FP inh | 4 | -12 | -10 | 2 | 9 |
| ARFGAP1 inhibitor | 6 | 5 | -2 | -1 | 5 |
| Tn7 DDE FP | 4 | 4 | -2 | -10 | -6 |
| PLC-gamma1 inh | 3 | -1 | -1 | 2 | 4 |
| ASAP1 inh | 1 | -7 | 11 | 8 | 15 |
| TDP2 absorb | 7 | 2 | 5 | 2 | 1 |

Next structures
Order of results: ADAM10 inh, KLK7 zymogen act, LEDGF integ inh, ADAM17 inh, DDE Tn6 FP inh, ARFGAP1 inhibitor, Tn7 DDE FP, PLC-gamma1 inh, ASAP1 inh, TDP2 absorb
11	CCOC(=O)c1[nH]c(C)c(C(=O)Nc2ccc(C)c(C)c2)c1C
 : -4, 0.0, 0, 1, 3, -10, -10, 0, 26*, 2
12	O=C(CSc1nnc(-c2ccco2)n1-c1ccccc1)Nc1c(Cl)cc(Cl)cc1C(=O)O
 : -11, 0.5, 0, -4, 0, 8, 3, -6, -5, 4
13	O=c1[nH]c(-c2ccccn2)nc2sc(-c3ccccc3)cc12
 : -138, -9.3, -6, -40, -5, 6, 6, -235, 7, -12
14	Cc1ccccc1CNC(=O)C1CCN(c2nnc(N3CCCC3=O)s2)CC1
 : 0, -0.1, 0, -2, -3, -4, 7, 0, 3, 5
15	O=C(c1ccc(F)cc1)N1CCN(C(=O)c2ccc([N+](=O)[O-])cc2)CC1
 : -11, -0.9, 5, -4, -2, -5, -3, 1, -7, 3
16	CC(=O)c1ccc(N2CCN(CC(=O)Nc3ccc4c(c3)OCCO4)CC2)cc1
 : -19, 0.5, -3, -5, 4, 3, -6, 5, 13, -12
17	Cn1ncc2c(N3CCN(c4ccc(Cl)c(Cl)c4)CC3)ncnc21
 : -1, 0.1, -10, -5, -6, -2, 3, -3, -8, -5
18	CCC(=O)c1cc(Br)ccc1OCC(=O)N1CCN(S(=O)(=O)c2ccccc2)CC1
 : -2, 0.6, -4, -2, 5, 2, 1, 2, -6, -9
19	Cc1c(Cl)cccc1NC(=O)Nc1ccc(C(N)=O)cc1
 : -11, -0.4, 2, -7, -7, 2, -3, 4, 5, -5
20	COc1ccc(/C=C/C2=CC(C)(C)NC(=S)N2)c(OC)c1
 : -11, 0.0, -2, -5, -3, 7, 1, -4, 12, -1

New compounds follow
Order of results: ADAM10 inh, KLK7 zymogen act, LEDGF integ inh, ADAM17 inh, DDE Tn6 FP inh, ARFGAP1 inhibitor, Tn7 DDE FP, PLC-gamma1 inh, ASAP1 inh, TDP2 absorb
21	O=C(Nc1ccccc1O)c1ccc(NC(=O)C2CC2)cc1
 : 4, 0.2, 3, 1, 1, 5, -3, 6, -8, -4
22	Cc1cc(C)c(S(=O)(=O)NC(C)C)c(C)c1-n1cnnn1
 : -9, 0.1, -3, -7, -1, -10, 7, -1, -1, 0
23	COc1ccc(CNC(=O)CN2C(=O)COc3ccc(S(=O)(=O)N4CCC(C)CC4)cc32)cc1
 : 3, -0.3, 2, 0, 1, 0, -9, -1, 3, -11
24	Cc1ccc(C(=O)N2CCN(S(=O)(=O)c3ccc(C(C)C)cc3)CC2)s1
 : 2, 0.8, 1, 3, 5, -6, 0, 2, -5, -10
25	Cc1cccc(NC(=O)CSc2nnc(CCNC(=O)OC(C)(C)C)o2)c1C
 : 5, -0.1, 3, 0, 2, -5, -1, -1, 10, -17
26	CCc1nnc(NC(=O)CN2CCCC(C)C2)s1 (stereo unspecified)
 : 0, -0.3, 0, 3, 9, -2, -5, 2, 6, -1
27	Cc1cccc(NCc2ccc(O)c3ncccc23)c1
 : -6, -0.5, -7, -4, 2, 0, 3, -5, -6, 0
28	Cc1cccc(NC(=S)NC23CN4CN(CN(C4)C2)C3)c1
 : -3, -0.4, 1, -1, 5, -11, 5, 0, 9, -13
29	COc1ccc(C(C)=O)cc1CC1(C)C(=O)Nc2ccc(-c3cccc(C(F)(F)F)c3)cc21 (stereo unspecified)
 : 27*, -0.1, -3, 9.8*, -5, 14, -4, 2, -8, -11
30	CC(=O)Nc1ccc(NC(=O)c2cccc3ccccc23)cc1
 : -5, 0.6, -2, -5, -1, -3, 0, -1, 14, 4

(more compounds)
Order of results: ADAM10 inh, KLK7 zymogen act, LEDGF integ inh, ADAM17 inh, DDE Tn6 FP inh, ARFGAP1 inhibitor, Tn7 DDE FP, PLC-gamma1 inh, ASAP1 inh, TDP2 absorb
31	C=CC(=O)Nc1cccc(Oc2ncnc3[nH]cc(-c4cnc5ccccc5c4)c23)c1
 : -17, 0.3, -2, -4, -3, 10, 2, -12, -1, -2
32	O=C(c1cc2nc(-c3cccs3)cc(C(F)(F)Cl)n2n1)N1CCCc2ccccc21
 : -7, 0.0, 3, -4, 0, 2, 1, -22, -2, 3
33	CN1C[C@]2(C=C3CCCCC3n3c(=O)n(-c4ccccc4)c(=O)n32)N(C(=O)OCc2ccccc2)C1=NC(=O)c1ccccc1 (stereo partly specified)
 : 8, 0.5, 4, 1, -6, x, -2, 3, x, 4
34	Cc1ccc(C)c(NC(=O)CSc2nnc(-c3ccncc3)o2)c1
 : -5, 0.3, 0, -3, -7, 5, 7, 1, -5, -4
35	C[C@H](CO)N1C[C@H](C)[C@@H](CN(C)Cc2ccc(-c3ccccc3)cc2)Oc2c(NC(=O)c3ccncc3)cccc2C1=O
 : 14, 0.0, 2, 8, -1, 2, 7, -1, -5, -1
36	O=C1NC[C@@H](CCCCN2C[C@H](Cc3ccc(O)cc3)N(Cc3ccccc3)C(=O)C2=O)N(CCc2ccc(O)cc2)C1=O
 : -4, -0.2, -2, 1, 4, -7, 6, -1, 0, 5
37	O=C(Nc1ccc(Cl)cn1)c1cccc(S(=O)(=O)N2CCCC2)c1
 : 0, -0.3, -3, -1, -7, 2, 6, 1, -20, -5
38	CCn1nc(C)c(/C=N/NC(=O)Cn2nccc2C)c1C
 : 4, -0.8, -4, -6, -3, 6, 1, -4, 2, 4
39	CCCC(=O)c1c[nH]c(C(=O)NCCc2ccccn2)c1
 : -2, -0.4, -2, -4, -13, -11, -4, 3, 8, -8
40	COc1ccc(OCC(=O)NC(=S)N2CCCc3ccccc32)cc1
 : -17, -0.2, -4, -4, 8, -1, 0, -17, -5, -3

Profiles from above. Order of values: ADAM10 inh, KLK7 zymogen act, LEDGF integ inh, ADAM17 inh, DDE Tn6 FP inh, ARFGAP1 inhibitor, Tn7 DDE FP, PLC-gamma1 inh, ASAP1 inh, TDP2 absorb
Shown for C=CC(=O)Nc1cccc(Oc2ncnc3[nH]cc(-c4cnc5ccccc5c4)c23)c1 : -17, 0.3, -2, -4, -3, 10, 2, -12, -1, -2
Shown for CN1C[C@]2(C=C3CCCCC3n3c(=O)n(-c4ccccc4)c(=O)n32)N(C(=O)OCc2ccccc2)C1=NC(=O)c1ccccc1 (stereo partly specified) : 8, 0.5, 4, 1, -6, x, -2, 3, x, 4
